Compound activity as filed in PubChem.
GPR151 activ: activators of human GPR151. Q8TDV0. PathHunter beta-arrestin GPR151 cells, luminescence. activation, % at 11.2 µM. 650,000 tested, 1% active. AID 1508602; in the data active = activation above about 4.9%;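 note: 0% = median of compound wells and 100% = cells with positive control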
TEAD-YAP inh: TEAD-YAP interaction inhibition. inhibition, % at 9.12 µM. HEK-TIYL cells, TEAD-Gal4/YAP UAS-luciferase luminescence. AID 1259422. 640,000 tested, 1.4% active; in the data active = inhibition above about 32%;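 note: 0% = median of test compound wells and 100% = reference inhibitor wells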
MITF primary: inhibitors of human MITF; O75030; AlphaScreen MITF homodimerization, bead proximity signal; inhibition, % at 2.6 µM; 650,000 tested, 0.91% active; AID 1259374; in the data active = inhibition above about 50%;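 note: 0% = vehicle wells with protein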
FBW7 act: human FBW7 E3 ligase activation, primary screen | 650,000 tested, 0.13% active | normalized activity (activation), % at 26.1 µM | AlphaScreen FBW7–phospho-cyclin E peptide binding, activator screen; in the data active = normalized activity above about 1.9%;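 note: purified mutant Fbw7 with reduced substrate affinity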
Target sequence (Q969H0 whole entry, looked up): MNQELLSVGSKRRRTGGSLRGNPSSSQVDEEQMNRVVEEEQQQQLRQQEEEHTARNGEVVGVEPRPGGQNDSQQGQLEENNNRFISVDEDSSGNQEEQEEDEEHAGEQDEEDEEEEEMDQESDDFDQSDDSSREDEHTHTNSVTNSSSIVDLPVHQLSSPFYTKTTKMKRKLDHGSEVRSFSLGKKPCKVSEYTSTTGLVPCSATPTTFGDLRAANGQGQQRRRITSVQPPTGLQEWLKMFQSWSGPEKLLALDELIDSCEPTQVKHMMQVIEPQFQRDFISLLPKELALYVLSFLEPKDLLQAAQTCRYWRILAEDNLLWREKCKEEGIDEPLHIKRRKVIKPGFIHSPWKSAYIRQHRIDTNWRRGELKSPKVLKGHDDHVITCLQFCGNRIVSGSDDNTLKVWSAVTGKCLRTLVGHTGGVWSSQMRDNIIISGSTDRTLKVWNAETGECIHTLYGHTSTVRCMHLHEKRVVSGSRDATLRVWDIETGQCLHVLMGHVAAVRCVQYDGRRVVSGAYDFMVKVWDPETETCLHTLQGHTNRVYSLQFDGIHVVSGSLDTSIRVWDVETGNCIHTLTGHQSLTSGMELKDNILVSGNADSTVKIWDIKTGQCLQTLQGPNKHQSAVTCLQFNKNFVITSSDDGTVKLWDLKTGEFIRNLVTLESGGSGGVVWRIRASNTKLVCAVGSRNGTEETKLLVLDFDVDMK
An asterisk follows results filed as active. Hits appear at their usual frequency. About 3.5% of those tested had a hit in this group.

#	compound	GPR151 activ	TEAD-YAP inh	MITF primary	FBW7 act
1	O=C1C2C(C(=O)N1NC(=O)C13CC4CC(CC(C4)C1)C3)C1C=CC2C12CC2 (configuration not stated)	0.2	5	6	0.1
2	CCN(C(=O)c1cn(C)c(=O)c2ccccc12)c1ccccc1F	-0.7	-1	-3	0.7
3	CC1(C)CC2CC(C)(C)N1CCOC(=O)CCC(=O)O2	-0.7	-4	-5	0.1
4	C=CCOC(=O)C1=C(C)NC(SCC(=O)Nc2ccc(CC)cc2)=C(C#N)C1c1ccco1 (configuration not stated)	-1.7	3	9	0.2
5	Cc1cccc(CNC(=O)Nc2ccc(-c3cn[nH]c3)cc2)c1	-0.2	-12	-9	0.2
6	CCCn1cnc2sc(C(=O)Nc3ccccc3C(=O)OCC)c(C)c2c1=O	0.9	8	3	0.0
7	O=C(Nc1c(C(=O)N2CCCCC2)cnn1-c1ccccc1)c1ccco1	4.2	-1	11	0.0
8	CNCC(=O)Nc1c(Cl)cccc1Cl	0.3	6	12	0.2

Next results follow:
#	compound	GPR151 activ	TEAD-YAP inh	MITF primary	FBW7 act
9	Cc1ccc(N(C)S(=O)(=O)c2ccc(C)cc2)cc1	2.8	-1	-20	0.3
10	COc1ccc(N(CCCN2C(=O)c3cccc4cccc(c34)C2=O)C(=O)c2cccs2)cc1	0.3	-6	1	0.0
11	CCOC(=O)C1=C(CSc2nc(C)cc(C)c2C#N)OC(N)=C(C#N)C1c1ccc(Br)cc1 (configuration not stated)	-1.5	-5	-1	0.0
12	CC(=O)N1CCC(N(CCCOC(C)C)S(=O)(=O)c2ccc(C(C)(C)C)cc2)CC1	-0.5	-3	-1	-0.1
13	CN(C)CCNC(=O)/C(=N\O)c1ccccc1	-0.2	5	-4	0.0
14	Cc1ccc(OCCOc2cccc(-c3nc4sc5c(c4c(=O)[nH]3)CCCC5)c2)cc1C	1.2	-12	9	-0.1
15	CC(C)c1ccc(/C=N/n2cnnc2)cc1[N+](=O)[O-]	-0.4	-1	2	0.5
16	COc1ccccc1/C=C1/SC(=Nc2ccccc2)N(C2CCCC2)C1=O	-1.7	4	10	0.0

A different layout for some results above:
1: O=C1C2C(C(=O)N1NC(=O)C13CC4CC(CC(C4)C1)C3)C1C=CC2C12CC2 (configuration not stated)
  GPR151 activ = 0.2 | TEAD-YAP inh = 5 | MITF primary = 6 | FBW7 act = 0.1
13: CN(C)CCNC(=O)/C(=N\O)c1ccccc1
  GPR151 activ = -0.2 | TEAD-YAP inh = 5 | MITF primary = -4 | FBW7 act = 0.0
10: COc1ccc(N(CCCN2C(=O)c3cccc4cccc(c34)C2=O)C(=O)c2cccs2)cc1
  GPR151 activ = 0.3 | TEAD-YAP inh = -6 | MITF primary = 1 | FBW7 act = 0.0
6: CCCn1cnc2sc(C(=O)Nc3ccccc3C(=O)OCC)c(C)c2c1=O
  GPR151 activ = 0.9 | TEAD-YAP inh = 8 | MITF primary = 3 | FBW7 act = 0.0

Whole records as entered above. Screens in order: GPR151 activ, TEAD-YAP inh, MITF primary, FBW7 act
Record of `Cc1ccc(N(C)S(=O)(=O)c2ccc(C)cc2)cc1` : 2.8, -1, -20, 0.3
Record of `Cc1ccc(OCCOc2cccc(-c3nc4sc5c(c4c(=O)[nH]3)CCCC5)c2)cc1C` : 1.2, -12, 9, -0.1
Record of `COc1ccccc1/C=C1/SC(=Nc2ccccc2)N(C2CCCC2)C1=O` : -1.7, 4, 10, 0.0
Record of `CC(C)c1ccc(/C=N/n2cnnc2)cc1[N+](=O)[O-]` : -0.4, -1, 2, 0.5

(more compounds)
#	compound	GPR151 activ	TEAD-YAP inh	MITF primary	FBW7 act
17	NC(=O)C1CCN(C(=O)c2ccc3c(=O)n(-c4ccc(F)cc4)c(=S)[nH]c3c2)CC1	-2.2	-5	14	0.2
18	Cc1cccc(Cn2c(NCC(C)O)nc3c2c(=O)n(C)c(=O)n3C)c1 (configuration not stated)	-1.4	1	3	0.1
19	COc1ccc(S(=O)(=O)N2CCN(C)CC2)c(Cl)c1Cl	-1.3	-9	-5	0.1
20	COC(=O)c1cc(NC(=O)/C=C/C(=O)O)ccc1N1CCOCC1	-1.3	3	2	0.4
21	O=C1N(C2Cc3ccccc3C2)C[C@@H]2C[C@@H](c3ccc(OCCO)cc3)N3CCC[C@@]123	-0.3	-4	2	0.0
22	Cc1sc2ncn(CC(=O)NCc3ccc(Cl)cc3)c(=O)c2c1C	1.1	-18	17	0.0
23	CCCN1Cc2cccc(C(=O)Nc3ccc(Br)cc3F)c2C1=O	-2.0	-9	14	-0.1
24	CC(=O)c1sc2c(c1N)c(=O)[nH]c(=O)n2-c1ccccc1	0.5	7	11	0.0

Later entries.
#	compound	GPR151 activ	TEAD-YAP inh	MITF primary	FBW7 act
25	C=CCN1C(=O)CC(C(=O)OC)C12CCN(Cc1c(F)cccc1Cl)CC2 (configuration not stated)	0.0	11	-13	-0.1
26	COc1cc(OC)cc(C2=N/C(=C/c3ccc(Cl)c(Cl)c3)C(=O)O2)c1	-0.7	2	14	0.0
27	CN1CCN(C(=O)c2ccc(-c3ccc(C(=O)Nc4ccc(Oc5ccccc5)cc4)s3)cc2)CC1	0.7	5	10	0.0
28	Cc1onc(-c2ccccc2)c1CNS(=O)(=O)c1c(Cl)nc2sccn12	-0.1	5	-3	-0.4
29	COC(=O)CCC(=O)NNC(=O)CCC(=O)Nc1cccc(Cl)c1C	-0.1	1	4	0.1
30	CCN(C(=O)c1cccs1)c1nc2c(s1)CCc1occc1-2	-0.5	-31	-9	-0.1
31	Cc1nc(NC(=O)NS(=O)(=O)c2ccccc2Cl)[nH]c(=O)c1Oc1ccccc1	-0.6	-2	-8	0.1
32	Oc1ccc(Cl)cc1Nc1nc2ccccc2n2cnnc12	-0.4	5	-11	-0.1

(continued)
#	compound	GPR151 activ	TEAD-YAP inh	MITF primary	FBW7 act
33	CC1CC(OC(=O)Nc2ccccc2)CC(C)(C)C1 (configuration not stated)	2.5	-12	-4	-0.8
34	O=C(O)CC(NCc1ccccc1)C(=O)Nc1ccc(Cl)cc1 (configuration not stated)	1.0	13	11	0.3
35	Cc1onc(-c2ccccc2Cl)c1C(=O)NCCC(c1ccccc1)c1ccccc1	-0.7	5	4	0.1
36	Cn1cccc1C(=O)NC(=O)COC(=O)COc1ccc2c3c(c(=O)oc2c1)CCC3	-0.2	1	-10	0.1
37	Cc1ccccc1C1CC(=O)NC(SCc2cccc3ccccc23)=C1C#N (configuration not stated)	3.3	-6	-15	0.0
38	c1ccc(CNc2nc3nonc3nc2N2CCC(CN3CCOCC3)CC2)cc1	1.1	-10	-1	0.0
39	N=c1c(N)c1N(CCN1CCOCC1)C(=O)c1cccc(-n2ncc3cc(N(c4c(N)c4=N)c4c(N)c4=N)ccc32)c1	2.8	1	-22	-0.1
40	O=C(NCc1ccc(Cl)cc1)c1ccc2c(=O)n(Cc3ccccc3)c(=S)[nH]c2c1	-1.6	0	3	0.0

Next part
#	compound	GPR151 activ	TEAD-YAP inh	MITF primary	FBW7 act
41	O=C(NC1CCCCC1)c1cc(-n2cnnc2)ccc1Cl	-3.4	7	18	0.6
42	Cc1cc(C)nc(SCC(=O)Nc2ccc(S(=O)(=O)NC(C)(C)C)cc2)n1	-1.2	8	-5	0.0
43	COc1ccc(CCNC(=O)CN2CCCC(COCc3ccccc3)C2)cc1OC (configuration not stated)	1.8	-1	12	0.0
44	O=C(NCCN1CCN(S(=O)(=O)c2ccc(Cl)cc2)CC1)C(=O)Nc1ccc(F)cc1	-0.1	-1	15	0.0
45	O=C1CCCN1CCCn1c(=S)[nH]c2cc(C(=O)N3CCOCC3)ccc2c1=O	-0.5	9	-75	-0.3
46	COc1cccc(CCNC(=O)c2n[nH]c3ccccc23)c1	-1.0	-27	8	0.1
47	O=C(Cn1c(NCCO)nc2ccccc21)Nc1cccc2ccccc12	-1.2	0	4	0.3
48	COc1cccc(C(=O)COc2cccc(NC(=O)c3ccc([N+](=O)[O-])cc3)c2)c1	-0.6	6	3	-0.1

The listing continues:
#	compound	GPR151 activ	TEAD-YAP inh	MITF primary	FBW7 act
49	C[C@@H]1NC(=O)[C@@H]2C[C@H](NC(=O)c3ccc(F)c(C(F)(F)F)c3)CN2C1=O	-1.0	-8	-6	0.1
50	Nc1cc(-c2ccccc2)nn1-c1ccccc1	2.3	4	9	-0.1
51	O=C(O)c1ccccc1SCc1cccs1	-0.3	3	13	0.3
52	COc1ccccc1C1SCCN1S(=O)(=O)c1cccc(C(F)(F)F)c1 (configuration not stated)	-0.2	-15	-6	0.0
53	Cn1ccc(C(=O)NCC2CCC3(CCN(Cc4cc(F)cc(F)c4)CC3)O2)n1 (configuration not stated)	-0.6	-2	15	0.1
54	Cc1cc(C)cc(C(=O)Oc2coc(CSc3nccc(C)n3)cc2=O)c1	-1.5	10	6	0.0
55	Cc1ccc(NC(=O)CSc2nc3ccc(C)cc3[nH]2)c(C)c1	-1.0	7	20	1.7
56	COc1cc2nc(-c3cccc(C(C)=O)c3)nc(N)c2cc1OC	2.6	-5	61*	0.0

More structures.
#	compound	GPR151 activ	TEAD-YAP inh	MITF primary	FBW7 act
57	COc1ccc(C(=O)Nc2ccc(Cc3ccncc3)cc2)c(OC)c1OC	1.7	-5	-9	-0.1
58	COc1ccc(CNC(=O)COc2ccccc2C)cc1	1.3	3	-2	0.0
59	CC(C)COC(=O)n1ccc(C(=O)Nc2cccc([N+](=O)[O-])c2)n1	-3.0	-49	-2	-0.2
60	Cn1c(SCC(=O)Nc2ccc([N+](=O)[O-])cc2)nc2ccccc21	-0.2	-2	7	0.2
61	COc1cccc2cc(C(=O)N3CCN(C(=O)c4ccco4)CC3)c(=O)oc12	0.0	4	8	0.1
62	COc1ccc(C(=O)/C=C/C(=O)N(CC(=O)NC2CCCCC2)CC2CCCO2)c(O)c1 (configuration not stated)	-0.3	-2	4	0.0
63	Cc1ccc(C(=O)C2CCN(C(=S)NCCCN3CCOCC3)CC2)cc1	2.3	-5	4	0.1
64	COc1cc(OC)cc(C(=O)NC(=S)Nc2ccc([N+](=O)[O-])cc2)c1	1.6	1	-32	-0.1

Later entries:
#	compound	GPR151 activ	TEAD-YAP inh	MITF primary	FBW7 act
65	CCN(CC)c1ccc(/C=N/c2sc3c(c2C(N)=O)CCC3)c(O)c1	0.4	10	14	0.5
66	O=C(Nc1ccc(NC(=O)C2CC2)nc1)C1CCCCC1	-1.0	17	6	-0.2
67	COc1ccc(OCC(=O)Nc2ccc(OC)cc2OC)cc1	1.3	9	-3	-0.1
68	Cc1ccc(NC(=O)c2sc3nc[nH]c(=O)c3c2C)c(C)c1	0.9	-10	17	0.0
69	NC(=S)/N=N/Nc1ccc(Cl)cc1	-0.9	6	-1	-0.1
70	CSc1nc2sc3c(c2c(=O)n1-c1ccccc1)CCN(C)C3	2.3	4	-1	0.0
71	Cc1nc2sccn2c1C(=O)C(=O)Nc1nc(-c2ccccc2)cs1	0.7	6	14	-0.2
72	O=C(Cn1nnc(-c2ccccc2Cl)n1)N/N=C/c1cc([N+](=O)[O-])cc([N+](=O)[O-])c1O	0.8	-3	-8	-0.1

New compounds follow
#	compound	GPR151 activ	TEAD-YAP inh	MITF primary	FBW7 act
73	Cc1cc(NC(=O)CN2CCN(c3ccccc3O)CC2)no1	0.5	-12	-9	0.1
74	O=C(NNC(=O)c1cc([N+](=O)[O-])ccc1Cl)c1ccncc1	-1.0	-2	19	0.6
75	CCCCOc1ccc(C(=O)Nn2c(-c3ccc(Br)cc3)nc3ccccc3c2=O)cc1	-0.7	8	-3	0.0
76	CCC1(C)OC(=O)N(CCOC23CC4CC(CC(C4)C2)C3)C1(C)O (configuration not stated)	-0.7	-16	-1	0.1
77	COCCCNC(=O)c1cc(OC)cc(OC)c1	-0.8	10	-10	-0.1
78	O=C(NCc1nc(-c2ccc(Cl)cc2)no1)c1ccccc1	1.3	-6	2	0.8
79	CCOC(=O)c1nnn(CC(=O)Nc2ccccc2[N+](=O)[O-])c1C(=O)OCC	-0.2	5	9	0.8
80	COc1ccc(C(=O)NCCNc2nc3ccc(C)cc3cc2C#N)cc1OC	-0.4	-6	3	0.1

Additional compounds.
#	compound	GPR151 activ	TEAD-YAP inh	MITF primary	FBW7 act
81	CS(=O)(=O)N1CCN(c2ccccc2NC(=O)C(c2ccccc2)c2ccccc2)CC1	2.2	-11	-1	0.9
82	CCCCNc1nc2cc(OC)c(OC)cc2c2nc(-c3cccnc3)nn12	0.0	-14	-7	-0.1
83	Cc1ccccc1OCC(O)CN1CCN(C(=O)c2ccccc2)CC1 (configuration not stated)	0.3	4	0	-0.1
84	c1ccc(CCn2nnnc2CN2CCCCC2)cc1	0.3	9	0	0.1
85	O=c1[nH]c(=O)n(-c2nc(-c3ccccc3)oc2-c2ccccc2)cc1Cl	0.3	8	-7	0.1
86	CCN(CC)Cc1cc(CN2CCc3c(nc(C)[nH]c3=O)C2)ccc1OC	1.2	7	-5	-0.1
87	COc1ccc(C(=O)N2CCc3cc(OC)c(OC)cc3C2COc2ccc(F)cc2)cc1 (configuration not stated)	-0.6	5	-2	0.0
